Screening data (PubChem BioAssay)
APE1 inh – inhibitors of human APE1 endonuclease; recombinant APE1, TAMRA/BHQ-2 abasic DNA cleavage fluorescence; Potency, µM (highest dose often 65.8 µM), inactives show top-dose activity change, negative = inhibition, hits mostly inhibitors; actives 0.35% (n = 350,000);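 note: plate controls were vehicle for no effect and reference inhibitor for full effect; nearly all actives have a fitted effect of over 55% in size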
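Substrate: short duplex with […] THF abasic site, 5'-TAMRA and 3'-BHQ-2, 50 nM final. APE1 at 0.75 nM, preincubated 15 min RT with compound. Fluorescence increase from first to third read measured activity.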
POLK inh – inhibitors of human DNA polymerase kappa; Potency, µM (doses to about 107 µM), inactives show top-dose activity, negative = inhibition, actives largely listed as inhibitors; purified Pol kappa, fluorescent DNA synthesis assay, 10 min; Q9UBT6; AID 588579; actives 0.53% (n = 400,000); note: % is set by controls: 0 for no effect and ±100 for the full control effect
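Fluorescent qHTS in 1536-well format: enzyme (10 nM) and compound sat 15 min at room temperature before 50 nM substrate (final) was added. Signal taken at 0 and 10 min; no-enzyme buffer wells were negative controls.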
POLB inh – blocks human DNA polymerase beta activity | Pol beta primer extension/strand displacement, fluorescence kinetic | Potency, µM (titrated, usually from 114 µM), inactives show top-dose activity change, negative = inhibition, most hits filed as inhibitors | actives 1.3% (n = 340,000); note: % is set by controls: 0 for no effect and ±100 for the full control effect
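Preincubation: enzyme (10 nM) with compound, 15 min, RT. Reaction: substrate added to 50 nM final. Reads: 0 and 10 min. Analysis: normalized, Hill fit.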
BAZ2B inh – inhibitors of human BAZ2B bromodomain; AID 504333; AlphaScreen BAZ2B-H3K14Ac peptide displacement; Potency, µM (series often up to 114 µM), for the others: top-dose activity change, negative = inhibition, hits mostly inhibitors; Q9UIF8; actives 4.4% (n = 360,000); note: % is set by controls: 0 for no effect and ±100 for the full control effect; nearly all actives have a fitted effect of over 60% in size
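AlphaScreen displacement: compounds (up to 110uM) incubated 30 min at room temperature with a preformed 50 nM BAZ2B/50 nM biotinylated H3K14Ac peptide complex in PBS pH 7.4 with Tween-20. Donor and acceptor beads at 10 ug/mL final added, 20 min light-protected before reading.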
JMJD2A Tudor – inhibitors of human JMJD2A Tudor domain | O75164 | Potency, µM (doses to about 114 µM), for inactives: at the top dose activity change, negative = inhibition, hits mostly inhibitors | actives 4.4% (n = 390,000) | AlphaScreen JMJD2A-Tudor / H3K4me3 peptide binding; note: % is set by controls: 0 for no effect and ±100 for the full control effect; nearly all actives have a fitted effect of over 50% in size
Pol iota inh – blocks human DNA polymerase iota activity; Q9UNA4; Pol iota fluorescent replication assay, 10 min; Potency, µM (highest dose often 115 µM), inactives show at the top dose activity, negative = inhibition, actives largely listed as inhibitors; actives 1% (n = 390,000); AID 588590
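Fluorescent replication assay read twice, at 0 min and 10 min after adding 50 nM (final) substrate. Enzyme (10 nM) and compounds were first incubated 15 min at room temperature; enzyme-free buffer wells were negative controls.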
POLH inh – inhibitors of human DNA polymerase eta | actives 1.2% (n = 390,000) | Potency, µM (titrated, usually from 114 µM), inactives show at the top dose activity change, negative = inhibition, usual class: inhibitors | Q9Y253 | AID 588591 | recombinant Pol eta, fluorescent DNA replication assay; note: % is set by controls: 0 for no effect and ±100 for the full control effect
Target sequence (Q9Y253 whole entry, looked up): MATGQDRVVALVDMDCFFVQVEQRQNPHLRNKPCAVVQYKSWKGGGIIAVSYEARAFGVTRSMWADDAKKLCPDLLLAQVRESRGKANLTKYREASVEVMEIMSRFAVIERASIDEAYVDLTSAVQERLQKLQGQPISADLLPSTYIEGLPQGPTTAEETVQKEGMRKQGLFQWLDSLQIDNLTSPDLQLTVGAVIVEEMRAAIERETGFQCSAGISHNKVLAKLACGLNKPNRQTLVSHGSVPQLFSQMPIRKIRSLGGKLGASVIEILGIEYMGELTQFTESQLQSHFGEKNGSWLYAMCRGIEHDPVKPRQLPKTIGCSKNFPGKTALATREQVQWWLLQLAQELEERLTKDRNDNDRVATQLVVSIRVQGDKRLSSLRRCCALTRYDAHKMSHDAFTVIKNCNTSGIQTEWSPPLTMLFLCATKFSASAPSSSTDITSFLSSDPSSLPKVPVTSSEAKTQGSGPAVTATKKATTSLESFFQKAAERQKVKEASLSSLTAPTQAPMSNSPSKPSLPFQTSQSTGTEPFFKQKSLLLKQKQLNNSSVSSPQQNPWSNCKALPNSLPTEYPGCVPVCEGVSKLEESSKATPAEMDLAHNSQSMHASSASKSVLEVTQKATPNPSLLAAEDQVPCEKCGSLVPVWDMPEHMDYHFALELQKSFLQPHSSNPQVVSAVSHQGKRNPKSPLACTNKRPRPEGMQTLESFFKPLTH
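Pol eta at 10 nM preincubated with compounds 15 min at room temperature; reaction started with fluorescent substrate (50 nM final) and read kinetically at 0 and 10 min.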
BLM inh – inhibitors of human Bloom syndrome helicase BLM | P54132 | recombinant BLM DNA unwinding, fluorescence dequenching | Potency, µM (highest dose often 56.1 µM), for inactives: top-dose activity change, negative = inhibition, usual class: inhibitors | actives 0.2% (n = 350,000);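 note: plate controls were vehicle for no effect and no enzyme for full effect; nearly all actives have a fitted effect of over 35% in size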
G9a inh – G9a (human) methyltransferase inhibition. Q96KQ7. G9a H3K9 monomethylation, AlphaScreen, 2 h. Potency, µM (highest dose often 102 µM), for the others: at the top dose activity, negative = inhibition, actives largely listed as inhibitors. actives 8.8% (n = 350,000); note: % is set by controls: 0 for no effect and ±100 for the full control effect; nearly all actives have a fitted effect of over 75% in size
Target sequence (Q96KQ7 913-1193 limits assumed): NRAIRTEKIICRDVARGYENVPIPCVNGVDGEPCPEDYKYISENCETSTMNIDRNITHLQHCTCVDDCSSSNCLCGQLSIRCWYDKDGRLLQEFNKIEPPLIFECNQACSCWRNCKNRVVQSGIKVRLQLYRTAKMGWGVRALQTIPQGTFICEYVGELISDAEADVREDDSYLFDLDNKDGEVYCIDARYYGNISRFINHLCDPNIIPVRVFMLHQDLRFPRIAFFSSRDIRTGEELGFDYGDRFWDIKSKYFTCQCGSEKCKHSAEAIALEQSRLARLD
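AlphaScreen detection with an anti-monomethyl H3K9 antibody quantified product after a 2 h room-temperature reaction containing 500 nM biotinylated H3K9 peptide, 20 µM SAM and 20 nM enzyme, which had been preincubated 15 min with compound.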
* marks the source's active call; other numbers are inactive results; u = inconclusive; x = no result given; & = joins results of further samples; [ ] = remark or other dose. Calls come from the whole dose curve; as a rule, active = well fitted curve in the direction sought with a large enough effect; inconclusive = small, poorly fitted or top-dose-only effect, or another doubt; inactive = no such curve, though single readings can be large; an effect the other way counts as inactive or inconclusive. Potency is the fitted concentration of half-maximal effect. An excerpt; rates above refer to the full screens.

smiles | POLB inh | Pol iota inh | POLH inh | POLK inh | BAZ2B inh | APE1 inh | JMJD2A Tudor | BLM inh | G9a inh
CC12CCC(C(=O)N(c3ccc(Cl)cc3)C1=O)C2(C)C (stereo unspecified) | -1.4% | 12.1% | -5.3% | -7.9% | -0.3% | 6.4% | -7.2% | 1.5% | 12.8%[59 µM]
Cc1cccc(CSc2nc3ccncc3n2CC(=O)Nc2cc(C)cc(C)c2)c1 | 3.4% | -9.0% | -8.6% | -7.1% | -4.1% | 11.2% | -14.1% | -3.0% | -6.6%
O=C(NCc1ccccc1)Nc1cccn(Cc2ccccc2Cl)c1=O | 4.1% | 6.3% | -12.4% | -5.5% | -24.6% | -8.0% | -18.5% | -11.0% | -1.7%
Cc1ccc(S(=O)(=O)N2CCN(S(=O)(=O)c3ccc(C)cc3)C2)cc1 | 15.4% | 2.9% | -0.3% | -17.6% | -0.9% | 1.4% | -16.7% | -2.5% | 37.5%[59 µM]
COc1ccc(-c2nc(-c3cccc(C(F)(F)F)c3)no2)cc1OC | 9.2% | 6.2% | -15.9% | -16.2% | 8.8% | 0.1% | -3.0% | -2.9% | -9.3%[59 µM]
NS(=O)(=O)c1ccc(CCNc2nc(C(F)(F)F)nc3ccccc23)cc1 | 7.0% | 54.0%[activator] | -9.7% | -7.6% | 13.1% | 17.1% | -17.7% | -0.8% | 70.8µM*
CC1=C(C(=O)OCc2ccccc2)C(c2ccc(N3CCOCC3)cc2)NC(=O)N1 (stereo unspecified) | 17.3% | 21.0% | -13.1% | -7.7% | -9.4% | -1.5% | -20.7% | -2.1% | 0.4%[59 µM]
CCN(CCCNC(=O)C1CCN(C(=O)c2cc3sccc3n2C)CC1)Cc1ccccc1 | 17.5% | 4.9% | 2.2% | -14.6% | -9.1% | -0.5% | -30.4% | 1.8% | x
Nc1c(C(=O)NCc2cccs2)nnn1CC(=O)Nc1cccc(F)c1 | 16.4% | u | -13.7% | 5.2% | x | x | -8.3% | -4.2% | 5.0%[59 µM]
CCC(CO)Oc1cc(NC(=O)c2cccc(OC)c2)c2ncn(C(C)C)c2c1 (stereo unspecified) | x | u | -29.3% | 4.6% | x | -11.6% | -22.7% | x | x
CC(=O)c1c(C)nc(Nc2nc(C)c3cc(C)ccc3n2)nc1C | 14.4% | -28.2% | 0.4% | -8.5% | -4.7% | 22.6% | -5.5% | -4.6% | 7.3%
CN1CCN(S(=O)(=O)c2ccc(-c3ccc(Cl)cc3)cc2)CC1 | -11.7% | 0.7%[58.9 µM] | 0.8% | -2.7% | -4.8% | -2.9% | 0.0% | -1.4% | -16.5%[59 µM]
O=C(NCc1cccnc1)c1ccc(NC(=O)c2cccc([N+](=O)[O-])c2)cc1 | 0.7% | 89.3%[activator] | -14.1% | -11.5% | 4.5% | -4.6% | -13.8% | -1.7% | 6.0%
O=C(CNS(=O)(=O)c1ccccc1)NCC(=O)N1CCCCC1 | 0.7% | 158.0%[activator] | -23.7% | -4.3% | -5.7% | -15.4% | 7.2% | -0.9% | x
O=C(CNC(=O)C12CC3CC(CC(C3)C1)C2)N/N=C\c1ccccn1 | -12.2% | 73.9%[activator] | -7.1% | -1.9% | -16.5% | -3.7% | -10.5% | -1.8% | -5.9%
COc1ccc(S(=O)(=O)NCc2nc3nc(C)cc(C)n3n2)cc1OC | -10.7%&43.3% | 15.8%&-2.9% | -6.1%&12.4% | 5.8%&2.9% | -1.5%&-6.5% | 20.5% | -4.9%&-4.7% | 2.3%&-0.1% | 3.3%
CN(C)CCNc1c2c(c(C#N)c3nc4ccccc4n13)CCCC2 | 23.5% | 9.6% | -15.3% | -4.6% | -0.6% | u | 15.0%[57.1 µM] | -10.4% | u
Cn1c(=O)c2c(nc(N3CCCCC3)n2C)n(C)c1=O | 13.7% | 9.2% | -19.5% | -13.3% | -3.8% | -2.6% | -5.1% | -1.4% | u
CS(=O)(=O)c1ccc(N2CCN(C3CC(=O)NC3=O)CC2)cc1 (stereo unspecified) | -3.8% | 2.3% | -4.2% | -16.8% | 2.6% | -0.7% | -14.5% | 0.0% | -26.9%[59 µM]
CCc1ccc2oc(=O)cc(CN3CCN(CCO)CC3)c2c1 | 0.0% | 50.5%[activator] | -8.2% | -9.1% | 0.5% | 0.7% | -15.7%[57.1 µM] | 1.2% | -17.7%

Compound profiles, as listed above. Order of values: POLB inh	Pol iota inh	POLH inh	POLK inh	BAZ2B inh	APE1 inh	JMJD2A Tudor	BLM inh	G9a inh
O=C(CNS(=O)(=O)c1ccccc1)NCC(=O)N1CCCCC1 is entered as 0.7%	158.0%[activator]	-23.7%	-4.3%	-5.7%	-15.4%	7.2%	-0.9%	x
NS(=O)(=O)c1ccc(CCNc2nc(C(F)(F)F)nc3ccccc23)cc1 is entered as 7.0%	54.0%[activator]	-9.7%	-7.6%	13.1%	17.1%	-17.7%	-0.8%	70.8µM*
CN(C)CCNc1c2c(c(C#N)c3nc4ccccc4n13)CCCC2 is entered as 23.5%	9.6%	-15.3%	-4.6%	-0.6%	u	15.0%[57.1 µM]	-10.4%	u
Cn1c(=O)c2c(nc(N3CCCCC3)n2C)n(C)c1=O is entered as 13.7%	9.2%	-19.5%	-13.3%	-3.8%	-2.6%	-5.1%	-1.4%	u
Nc1c(C(=O)NCc2cccs2)nnn1CC(=O)Nc1cccc(F)c1 is entered as 16.4%	u	-13.7%	5.2%	x	x	-8.3%	-4.2%	5.0%[59 µM]

Next records:
smiles | POLB inh | Pol iota inh | POLH inh | POLK inh | BAZ2B inh | APE1 inh | JMJD2A Tudor | BLM inh | G9a inh
O=C(OCCN1CCOCC1)c1cccc(F)c1 | 19.6% | 111.0%[activator] | 11.7% | 1.5% | -17.9% | 27.9% | -12.6% | -2.8% | -32.4%
COC(=O)c1cccc(NC(=O)Cc2ccsc2)c1 | -1.1% | -5.4% | -3.5% | 0.7% | -1.0% | 42.2% | -4.0% | -2.1% | 5.1%
O=C(c1ccc(Cl)cc1)N1CCCCC1CCN1CCOCC1 (stereo unspecified) | -29.1% | 7.1% | -11.3% | -13.3% | -5.7% | x | -11.0% | -9.0% | -46.4%[59 µM]
CSC(SC)=C(C#N)C(=O)c1ccccc1 | 19.1% | 51.6%[activator] | -4.8% | 0.5% | -18.0% | 6.5% | -2.8% | -6.9% | 50.1µM*
Cc1ccc(-c2csc(NC(=O)c3ccccc3Cl)c2C(=O)O)cc1 | -8.0% | 22.1% | -14.3% | -2.1% | -13.2% | 18.9% | -21.1% | -7.5% | 4.2%
CCC(=O)N1CCc2cc(S(=O)(=O)CCC(=O)N3CCN(c4cccc(C)c4C)CC3)ccc21 | 34.0% | 10.4% | 0.7% | -4.8% | x | x | -13.7% | -0.5% | 7.6%[59 µM]
COC(=O)c1sccc1NC(=O)Nc1ccc(C)cc1C | 24.6% | 20.4% | -13.5% | 3.7% | -14.0% | 10.0% | 3.5% | -11.6% | -2.0%
CN(C1CCCCC1)S(=O)(=O)c1ccc(SCC(=O)C(C)(C)C)nc1 | x | 5.5% | -16.8% | -6.2% | x | -24.3% | 32.6% | x | x
Cc1ccc(CN(C)Cc2cc(=O)oc3cc(C)c(Cl)cc23)cc1 | 2.4% | 55.4%[activator] | -27.4% | -2.3% | 28.4% | 52.1% | 45.7%[activator] | -6.0% | 5.4%[2.33 µM]
CCc1ccccc1NC(=O)CCNC(=O)Cn1ccc2ccccc2c1=O | -12.0% | 2.7% | 4.8% | -2.4% | 0.1% | 26.8% | -16.4% | -7.8% | 4.7%
O=C1Nc2ccc(F)cc2C12SCCS2 | 17.4% | 11.2% | 4.2% | -3.6% | -2.6% | 12.2% | -18.2% | -2.6% | 15.8%[0.0925 µM]
CCc1ccc(C(=O)c2cn(CC(=O)Nc3cc(F)ccc3F)c3nc(C)ccc3c2=O)cc1 | -12.1% | -7.8% | -23.4% | -12.3% | -6.5% | x | u | -9.0% | 6.4%[59 µM]
Cc1ccccc1N1CC(C(=O)Nc2ccc(S(=O)(=O)NCC3CCCO3)cc2)CC1=O (stereo unspecified) | 9.4% | 34.3%[activator] | -5.5% | -21.0% | -0.3% | 14.7% | 89.1µM* | -3.8% | -3.1%
Cc1ccc2c(c1)C(=O)CC(O)(C(F)(F)F)O2 (stereo unspecified) | -29.0% | 147.5%[activator] | -8.1% | 3.3% | 1.0% | -0.6% | -7.6% | -0.3% | 21.8%
CCC(C(=O)Nc1ccc(C(=O)N2CCCC2)cc1)c1ccccc1 (stereo unspecified) | 27.2% | 100.9%[activator] | -14.8% | -8.3% | -16.9% | -0.6% | -10.4% | -2.9% | 3.0%
C=CCOc1ccc(/C=C/C(=O)OCC(=O)NCC(=O)Nc2c(C)cc(C)cc2C)cc1 | x | 24.7% | -7.9% | -18.5% | 13.5% | -2.2% | -20.7% | x | -9.9%
COc1ccc(-c2c(C)nn3c(N)c(-c4ccccc4)cnc23)cc1OC | 10.6% | 36.0%[activator] | -24.5% | -11.1% | -2.8% | 16.5% | -18.7% | -15.0% | 4.5%
Clc1cccc2sc(N3CCOCC3)nc12 | x | 10.2% | 3.4% | -13.4% | x | x | -0.9% | x | x
COc1ccc(OCCC(=O)OCC(=O)NCc2ccccc2)cc1 | 1.2% | 114.5%[activator] | -23.4% | -15.4% | -2.1% | -1.1% | -0.7% | 1.6% | 6.2%
CC1CCN(C(=O)C(C)NCc2ccc(F)cc2)CC1 (stereo unspecified) | 19.8% | -2.5% | -3.2% | -0.4% | 50.1µM* | -5.9% | 10µM* | -2.1% | 7.08µM*
Cc1ccc(C(OC(=O)c2ccco2)C(=O)NC2CCCCC2)cc1 (stereo unspecified) | 18.4% | 4.9% | -1.4% | -8.4% | -3.3%[57.1 µM] | -9.2% | 6.9%[57.1 µM] | -0.1% | 30.6%
COc1ccc(-n2nnnc2C2CCN(S(=O)(=O)c3cccc(Cl)c3C)CC2)cc1 | 4.3% | 29.1% | -9.1% | -5.2% | 0.6% | x | -6.3% | -3.9% | 7.5%[59 µM]
NC(=O)c1cc2cc(Cl)ccc2oc1=Nc1cccc(C(F)(F)F)c1 | -2.7% | -11.7% | -13.0% | -9.8% | 1.0% | u | -13.5% | 0.0% | 22.9%
Clc1ccccc1-c1nccc(NCc2ccccc2)n1 | x | x | x | 0.6%[60.1 µM] | x | -6.4% | x | -6.0% | 13.7%[0.501 µM]
